yeast rad50 – NCI yeast anticancer drug screen, S. cerevisiae rad50 strain; growth inhibition, % at 50 µM; hit rate 10% among 79,000; AID 155, 2004;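 note: 0% = growth of vehicle-only cultures of the same strain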
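Genetically altered yeast (DNA repair pathway); compound treatment; growth inhibition vs vehicle ctrl.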
yeast cln2 rad14 – NCI yeast anticancer drug screen, S. cerevisiae cln2 rad14 strain | growth inhibition, % at 50 µM | hit rate 8.3% among 78,000;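 note: 0% = growth of vehicle-only cultures of the same strain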
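The screen exposed genetically defined yeast (cln2 rad14) to test compounds and scored growth inhibition relative to vehicle-treated controls.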
mlh1 rad18 – NCI yeast anticancer drug screen, S. cerevisiae mlh1 rad18 strain; % growth inhibition at 50 µM; hit rate 11% among 79,000;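 note: 0% = growth of vehicle-only cultures of the same strain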
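Compound-treated yeast growth, normalised to vehicle controls. Strain bears defined DNA repair mutations.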
mec2-1 – NCI yeast anticancer drug screen, S. cerevisiae mec2-1 strain; hit rate 9% among 79,000; AID 157, 2004; % growth inhibition at 50 µM;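 note: 0% = growth of vehicle-only cultures of the same strain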
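Compounds were applied to mec2-1 yeast cells. Their growth was then compared with that of vehicle-treated cultures to give growth inhibition.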
bub3 – NCI yeast anticancer drug screen, S. cerevisiae bub3 mutant strain | hit rate 9.9% among 78,000 | % growth inhibition at 50 µM;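 note: 0% = growth of vehicle-only cultures of the same strain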
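Whole-cell yeast assay. The mutant strain was incubated with compounds, and growth inhibition was determined by comparison with vehicle-treated cells.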
sgs1 mgt1 – NCI yeast anticancer drug screen, S. cerevisiae sgs1 mgt1 strain | hit rate 10% among 78,000 | AID 161, 2004 | growth inhibition, % at 50 µM;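 note: 0% = growth of vehicle-only cultures of the same strain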
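Read-out: growth inhibition vs vehicle controls. Cells: mutant yeast strain deficient in DNA damage repair.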
An asterisk follows results filed as active; / = no result given; & = joins results of further samples. Cut-off read from the data, not from the text of the source: active = growth inhibition above about 70%; inactive = the rest.

Value order: yeast rad50 | yeast cln2 rad14 | mlh1 rad18 | mec2-1 | bub3 | sgs1 mgt1
> CC(C)CC(NC(=O)OCCc1ccccn1)C(=O)NC(Cc1ccccc1)C(=O)OC(C)(C)C (centres undefined)
  34 | -2 | 43 | 14 | 1 | 17
> Nc1nc2ccc(NCc3ccc(C(=O)NC(CCC(=O)O)C(=O)O)cc3)cc2c(=O)[nH]1 (centres undefined)
  22 | 9 | 59 | 75* | 31 | 25
> CC(C(OC(=O)C1c2ccccc2-c2ccccc21)c1ccccc1)N(C)C (centres undefined)
  100* | 91* | 99* | 76* | 99* | 99*
> CC(C)OC(=O)Oc1ccc(Cl)cc1
  6 | -46 | 10 | -13 | -12 | 7
> O=C(CC1Sc2ccccc2NC1=O)Nc1ccc([N+](=O)[O-])cc1[N+](=O)[O-] (centres undefined)
  88* | 29 | 87* | 93* | 92* | 82*
> NC(=O)c1ccc(NC=O)cc1
  -10 | 25 | -19 | 22 | -18 | -19
> O=C(O)CCC/C(=N\Nc1ccccc1)C(=O)O
  99* | 97* | 98* | 99* | 99* | 99*
> O=S(=O)(Nc1ccc2ccc3cccc4ccc1c2c34)c1ccccc1
  58 | 18 | 71* | 35 | 57 | 62
> CSc1ccc(NC(=S)SC(C)C)cc1Cl
  99* | 99* | 99* | 99* | 99* | 99*
> CCOC(=O)c1oc2cc(O)ccc2c(=O)c1-c1ccc(OC)c(OC)c1
  6 | 3 | 12 | -2 | 5 | 16
> CC1=C(c2cc(C(=O)Nc3nccs3)nc(NC#N)n2)Sc2ccccc2N1
  -9 | 15 | 10 | 5 | 4 | -9
> COC(=O)c1nc(Cl)nc(Cl)c1N
  97* | 96* | 98* | 97* | 98* | 98*
> CC(C)=CC1C[C@H](C2CC=C3C2(C)CCC2[C@@]3(C)C(=O)CC3[C@]2(C)C=CC(=O)[C@]3(C)CO)CO1 (some centres undefined)
  78* | 78* | 86* | 79* | 82* | 82*
> CC(=O)CCCS(=O)(=O)c1ccccc1
  -2 | -13 | 5 | 15 | -4 | 1
> CS(=O)(=O)Nc1ccc2ccccc2c1
  -34 | 5 | -4 | 19 | -3 | -22
> c1csc(C(NC2=NCCO2)C2CC2)c1 (centres undefined)
  -33 | -25 | 42 | -11 | -28 | -23
> [O-][n+]1c(/C=C/c2cccc3ccccc23)cccc1/C=C/c1cccc2ccccc12
  -9 | 7 | 41 | 1 | 29 | 43
> CC1=C(CCC(=O)O)c2cc3nc(cc4[nH]c(cc5[nH]c(cc1n2)c(C)c5C(C)O)c(C)c4C(C)O)C(C)=C3CCC(=O)O (centres undefined)
  12 | 30 | 2 | 5 | 22 | 8
> O=c1c2oc3ccccc3c2cnn1CCl
  14 | -42 | 5 | -9 | -4 | 0
> Cc1ccc(Cl)cc1NCN1C(=O)c2ccccc2C1=O
  1 | / | 11 | -2 | / | /
> Clc1ccc(/C=N\Nc2ccccc2)c(Cl)c1
  77* | -7 | 66 | 45 | 32 | 30
> COc1ccc(C(CC(=O)c2cccs2)C(=O)c2cccs2)cc1 (centres undefined)
  -22 | 7 | -19 | -23 | -5 | -12
> CC(C)(C)OC(=O)NCCc1cccc2c1oc1c(CCC(=O)O)cccc12
  90* | 87* | 84* | 78* | 80* | 69
> CC(C)CC(C)COC(=O)c1c(Cl)c(Cl)c(Cl)c(Cl)c1C(=O)O (centres undefined)
  67 | 63 | 77* | 63 | 73* | 78*
> C#CCn1c(=O)n(C)c(=O)c2c1nc(Cl)n2C
  -5 | -30 | 4 | 1 | -13 | 4
> COC(=O)NC(C(F)(F)F)(C(F)(F)F)P1(=O)OCCCO1
  54 | 43 | 38 | 60 | 54 | 26
> O=C(Nc1nc2ccccc2[nH]1)C(F)(F)F
  -7 | 6 | 20 | -13 | -3 | -4
> Cc1cccc(N=C2NC(=O)C(CC(=O)Nc3ccc(Cl)cc3C)S2)c1 (centres undefined)
  0 | 4 | 3 | -2 | 8 | 2
> CN1C(=O)CC2(C)c3cc(O)cc(Br)c3N(C)C12 (centres undefined)
  7 | 10 | 18 | -10 | -6 | 8
> Cc1cccc(C)c1NC(=O)C(=O)CC(=O)c1cccc([N+](=O)[O-])c1
  45 | 24 | 41 | 12 | 19 | 2
> Oc1ccc2c(c1)CCC2
  25 | 8 | -20 | -2 | -11 | -1
> Cc1ccccc1NC(=O)NN
  -32 | 11 | -5 | -24 | -17 | -31
> Cc1ccc(C(CCl)c2ccc(C)cc2)cc1
  -18 | -36 | -3 | -1 | -22 | 0
> COc1cccc(OC)c1CC(NC(=O)c1ccccc1)C(=O)O (centres undefined)
  5 | -54 | -12 | -1 | 3 | -2
> COc1cc(C2(C)OC(=O)c3ccccc32)c(OC)c2ccccc12 (centres undefined)
  28 | 31 | 14 | 2 | 31 | 30
> O=c1[nH][nH]c(=O)[nH]1
  5&-25 | -7&9 | 4&20 | 3&-17 | -9&-2 | -13&-16
> CCOC(=O)c1nc2ccccc2nc1Nc1ccc(Cl)c(Cl)c1
  -28 | 0 | -10 | -13 | -1 | -25
> CC(=O)Nc1ccc(SC(C)=O)cc1
  71* | 67 | 72* | 57 | 56 | 61
> O=C(NCCO)[C@H](O)[C@@H](O)[C@H](O)[C@H](O)CO
  7 | 16 | 15 | -2 | 15 | -4
> CN(C)c1ccc(C=Nc2ccc3c(O)cc(S(=O)(=O)O)cc3c2)cc1
  12 | -8 | 35 | 26 | -11 | 17
> CCN(CC)C(=O)C1(C)NS(=O)(=O)c2ccccc2C1=O (centres undefined)
  -7 | -32 | -9 | 10 | -11 | -4
> CCCCC#C[I+]c1ccccc1
  90* | 91* | 89* | 93* | 88* | 93*
> CC(=O)N(C(=O)CC(=O)N/N=C\c1ccc(Br)c(N(CCC#N)CCC#N)c1)c1ccc(Cl)cc1
  8 | -8 | -3 | 1 | 6 | 8
> COc1ccc(/C(O)=C/c2nc3ccc(Cl)cc3[nH]c2=O)cc1
  5 | 22 | -8 | -2 | 3 | 7
> CN(C)c1ccc2c(N(C)C)cc(N(C)C)[n+](C)c2c1
  8 | 15 | -22 | -23 | -2 | -13
> CN(C)CCSc1nc2ccccc2s1
  8 | 13 | 31 | 7 | -17 | 29
> COc1ccc(CCC(=O)O)c(C(CC(=O)O)C(=O)O)c1OS(=O)(=O)c1ccc(C)cc1 (centres undefined)
  -21 | 6 | -22 | -30 | -33 | -41
> CC(=O)OCC1OC(n2c(C)c(N=Nc3ccc(C)cc3)c(C)c(C#N)c2=S)C(OC(C)=O)C(OC(C)=O)C1OC(C)=O (centres undefined)
  -8 | 3 | -3 | -14 | -11 | 12
> O=C1/C(=C/c2ccc(F)cc2)CCC/C1=C\c1ccc(F)cc1
  -14&27 | -21&28 | -6&19 | -10&-26 | -5&15 | 1&34
> CCC(O)(c1ccccc1)C(O)(CC)c1ccccc1 (centres undefined)
  16 | 23 | 23 | 9 | -13 | -2
> COC(=O)/C=C/c1cc[n+]([O-])cc1
  -2 | -9 | -9 | -4 | 3 | -18
> [O-]c1c[n+](-c2ccc3c(c2)OCO3)no1
  3 | -16 | 14 | -3 | 7 | 0
> Cc1cc(NC(=O)N(CCCl)N=O)c(C)cc1NC(=O)c1ccccc1
  24 | -3 | 55 | -22 | 0 | 40
> O=C(Nc1cccc(Cl)c1)Oc1c(Br)cc(Br)cc1Br
  99* | 94* | 99* | 99* | 97* | 99*
> OCCCNCc1ccccc1
  -37 | -32 | -21 | -23 | -33 | -20
> CC(C)C[C@H](NC(=O)[C@@H](Cc1cccc2ccccc12)NC(=O)N1CCOCC1)B(O)O
  11 | 24 | -31 | 22 | 7 | 9
> CC(C)(C)NC(=S)N/N=C/c1ccccc1O
  89* | 87* | 91* | 89* | 88* | 92*
> CCC(CC)=NNc1ccc([N+](=O)[O-])cc1
  98* | 95* | 97* | 98* | 98* | 98*
> O=C(C(O)c1ccccc1)N1CCCCC1 (centres undefined)
  33 | 10 | 22 | 14 | 4 | -3
> CC(O)CN1CCCC1 (centres undefined)
  6 | 6 | 9 | -22 | 1 | -4

(cont.)
Value order: yeast rad50 | yeast cln2 rad14 | mlh1 rad18 | mec2-1 | bub3 | sgs1 mgt1
> COc1ccc2nc(NC(=O)C(=O)C(C#N)c3ccc(CC#N)cc3)sc2c1 (centres undefined)
  -4 | -5 | -6 | 11 | 0 | 4
> COC(=O)n1c(CBr)c(Br)c2ccccc21
  26 | -4 | 2 | -2 | 5 | -4
> Cc1cc2c(cc1C)[n+](=O)c1c(n2[O-])CCC1
  6 | -20 | -2 | 7 | -6 | -8
> ClN(Cl)c1nc(-c2ccccc2)nc(N(Cl)Cl)n1
  18 | -38 | 32 | 30 | 33 | 35
> O=[N+]([O-])c1ccccc1S(=O)(=O)c1cccc2c1NCCC2
  34 | 31 | 47 | 12 | 48 | 34
> CC(C)CCSc1ncnc2nc[nH]c12
  48 | 30 | 34 | 54 | 74* | 63
> O=C(/C=C/C(Cl)(Cl)Cl)Nc1ccc(Cl)cc1
  72* | 77* | 85* | 85* | 76* | 81*
> Cc1ccc[n+](CCCCCCCC[n+]2cccc(C)c2)c1
  55 | -2 | 33 | 3 | 3 | 44
> O=[n+]1ccn([O-])c2cc(Cl)ccc21
  14 | -16 | 10 | 13 | -5 | 10
> O=S1c2ccccc2NC(c2ccc3ccccc3c2)CC1c1ccccc1 (centres undefined)
  -46 | 2 | -18 | -22 | 5 | -7
> CCOC(=O)CSC(=S)N1CCOCC1
  37 | -32 | -29 | -9 | -4 | -11
> NC(CSCC(=O)O)C(=O)O (centres undefined)
  -20 | -21 | -6 | -4 | 16 | 1
> Nc1cc(S(=O)(=O)O)ccc1Cl
  1&3 | -44&10 | -13&4 | -3&-16 | 14&7 | -21&11
> COC(=O)C1(COC(C)=O)CC1
  -7 | -16 | -3 | 2 | -3 | 6
> COCCOCCOCCC(=O)NC1CC2CCC1(C)C2(C)C (centres undefined)
  -10 | -17 | 15 | -2 | 24 | 8
> COc1ccc(C2(CC(C)O)SCCCS2)cc1 (centres undefined)
  22 | -5 | 13 | -10 | 34 | 34
> COC(=O)CC(NC(=O)OCc1ccccc1)C(=O)O (centres undefined)
  -1 | -3 | 1 | -3 | 11 | 6
> Cc1cc(Cl)ccc1NC(=O)C1C(=O)N(c2ccc(Cl)cc2C)C(=O)/C1=N\NC(N)=O (centres undefined)
  8 | 6 | 6 | -24 | -6 | 14
> O=S(=O)(c1cc(Cl)ccc1O)c1cc(Cl)ccc1O
  100* | 99* | 100* | 100* | 99* | 100*
> OCCCCCCOc1ccc(-c2cc(-c3ccccn3)nc(-c3ccccn3)c2)cc1
  52 | 65 | 66 | 67 | 71* | 69
> CC(=O)Nc1ccc(/C=C2\SC(=S)N(/C=C3/C(=O)N(c4ccccc4)N=C3C)C2=O)cc1
  13 | 7 | 7 | -3 | -3 | 4
> Nc1ccc([N+](=O)[O-])c2ccccc12
  17 | 11 | 13 | -9 | 25 | 13
> COc1cccc(NC(=O)NC2C(OC(C)=O)OC(COC(C)=O)C(OC(C)=O)C2OC(C)=O)c1 (centres undefined)
  2 | -20 | 0 | 4 | -1 | 9
> O=C(CCCSCCCC(=O)N/N=C/c1ccccc1O)N/N=C\c1ccccc1O
  5 | 1 | 20 | 0 | 7 | 5
> OCc1ccccc1Cc1ccccc1
  88* | 33 | 80* | 53 | 66 | 61
> NC(CC(=O)c1ccccc1NC=O)C(=O)O (centres undefined)
  9 | -49 | 3 | -1 | -1 | -10
> CCNC(C(=O)O)C1CCCCC1 (centres undefined)
  -6 | 8 | -1 | -3 | -1 | -2

Seven entries from above, ordered by molar mass, largest number first:
Value order: yeast rad50 | yeast cln2 rad14 | mlh1 rad18 | mec2-1 | bub3 | sgs1 mgt1
> Cc1cc(Cl)ccc1NC(=O)C1C(=O)N(c2ccc(Cl)cc2C)C(=O)/C1=N\NC(N)=O (centres undefined)
  8 | 6 | 6 | -24 | -6 | 14
> COCCOCCOCCC(=O)NC1CC2CCC1(C)C2(C)C (centres undefined)
  -10 | -17 | 15 | -2 | 24 | 8
> ClN(Cl)c1nc(-c2ccccc2)nc(N(Cl)Cl)n1
  18 | -38 | 32 | 30 | 33 | 35
> Cc1ccc[n+](CCCCCCCC[n+]2cccc(C)c2)c1
  55 | -2 | 33 | 3 | 3 | 44
> COC(=O)CC(NC(=O)OCc1ccccc1)C(=O)O (centres undefined)
  -1 | -3 | 1 | -3 | 11 | 6
> Nc1cc(S(=O)(=O)O)ccc1Cl
  1&3 | -44&10 | -13&4 | -3&-16 | 14&7 | -21&11
> CCNC(C(=O)O)C1CCCCC1 (centres undefined)
  -6 | 8 | -1 | -3 | -1 | -2

Compounds were not picked by outcome; overall some 13% were active at least once.
